# Source: PubChem BioAssay (several laboratories)
# IDE cell activ = IDE (human) activation, cell-based | HEK cells, FAbeta-B cleavage, fluorescence polarization; 0% vehicle, 100% cell-free pure enzyme wells | activation, % at 5.96 µM | hit rate 0.073% among 340,000 | AID 493087;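 active = activation above the mean of all tested compounds plus 3 SD, set per screening campaign, cut at about 17% in these data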
# IDE cell inh = inhibits human insulin-degrading enzyme in HEK cells. hit rate 0.41% among 320,000. FAbetaB cleavage, fluorescence polarization. inhibition, % at 5.59 µM. AID 434962;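 active = percent inhibition above the average of all tested compounds plus 3 SD, set per screening campaign, cut at about 16% in these data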;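 note: IDE supplied by intact live HEK cells; FP after avidin binding of uncleaved biotin substrate so inhibition keeps polarization high; 0% = DMSO wells and 100% = 60 µM reference IDE inhibitor Ii1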
# NS3 helicase inh = blocks Hepatitis C virus NS3 helicase unwinding. NS3 helicase DNA unwinding, Cy5 molecular beacon fluorescence. inhibition, % at 10.9 µM. hit rate 0.56% among 290,000;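 active = inhibition above the mean of all tested compounds plus 3 SD, set per campaign, cut at about 35% in these data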;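 note: 0% = DMSO wells and 100% = thioflavine S control wells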
#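 Assay system: hepatitis C virus NS3 helicase domain fragment enzyme. Also added: annealed dual-labelled DNA beacon duplex, ATP-started. Timing: 1 h reaction at 25 °C, ATP-initiated. Technique: Cy5 fluorescence at 0 and 60 min, beacon hairpin quenching. Evaluation: % inhibition of unwinding. Replication: one well per compound.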
# CRFR2-BP antag = blocks CRF-induced signaling of the CRF-BP/CRF-R2 complex. inhibition, % at 11.8 µM. HEK293 CRF-R2/CRF-BP, CRF-induced calcium fluorescence. hit rate 0.59% among 350,000;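 active = inhibition of the ligand-induced calcium signal above about 50% at the single tested concentration, limit read from the data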
# GalR3 antagonist = human GalR3 antagonism; O60755; HEK293 GalR3-CNG cAMP membrane potential fluorescence; galR3 body fused to GalR1 C-terminus; inhibition, % at 3 µM; hit rate 0.44% among 360,000;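 active = inhibition above the screen-wide average plus 3 SD, cut at about 13% in these data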;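 note: forskolin and galanin both at EC90 stimulate the cells; cAMP rise reported by CNG channel membrane potential dye signal; 0% = forskolin plus galanin with DMSO and 100% = forskolin alone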
# Target sequence (O60755 1-299 limits assumed): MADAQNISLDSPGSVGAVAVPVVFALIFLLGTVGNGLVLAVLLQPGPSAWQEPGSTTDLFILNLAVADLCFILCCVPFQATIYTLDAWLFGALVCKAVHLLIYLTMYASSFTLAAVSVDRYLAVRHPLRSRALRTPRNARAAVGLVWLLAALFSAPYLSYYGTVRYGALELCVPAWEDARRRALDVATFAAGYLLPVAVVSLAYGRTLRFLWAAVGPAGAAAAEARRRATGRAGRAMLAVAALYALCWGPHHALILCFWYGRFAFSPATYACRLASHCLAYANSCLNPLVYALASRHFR
# pCIP destab = compounds decreasing mouse p/CIP protein stability | Q05BA5 | F442A p/CIP-EGFP cells, EGFP fluorescence, 16 h | decrease of EGFP signal, % at 10 µM | hit rate 0.01% among 290,000;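 active = EGFP signal decrease of at least 30% at 10 µM or well 3 SD below plate mean, unless failing retest; inactive = the rest, including hits failing retest or dose response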; note: some compounds called inactive have numbers as strong as hits; many of its hits are not listed in these tables
# VIM-2 inh = inhibitors of Pseudomonas aeruginosa VIM-2 metallo-beta-lactamase | purified VIM-2, nitrocefin hydrolysis, epi-absorbance fluorescence | inhibition, % at 5.6 µM | hit rate 0.89% among 290,000 | AID 1527;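 active = inhibition above the mean of all tested compounds plus 3 SD, cutoff set per screening run, cut at about 7.5% in these data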;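 note: red hydrolysis product quenches plate fluorescence so inhibitors raise well fluorescence; 0% = enzyme with DMSO and 100% = DMSO without enzyme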
# IMP-1 inh = blocks Pseudomonas aeruginosa IMP-1 metallo-beta-lactamase | purified IMP-1, nitrocefin hydrolysis, epi-absorbance fluorescence | inhibition, % at 5.6 µM | hit rate 0.45% among 290,000 | AID 1556;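 active = inhibition above the mean plus 3 SD of all compounds in the same screening run, cut at about 4.5% in these data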;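 note: 0% = IMP-1 with DMSO and 100% = DMSO wells lacking enzyme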
#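 System – purified recombinant IMP-1 beta-lactamase · Input – IMP-1 dispensed at 0.2 nM · Timing – 15 min preincubation plus 25 min reaction at 25 °C · Signal – Epi-absorbance fluorescence, 480 nm excitation, 530 nm emission · Measure – percent IMP-1 inhibition derived from blank-referenced optical density · Controls – Enzyme-plus-DMSO low control, enzyme-free DMSO high control · Replication – singlicate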
# SUMO HTRF inh = blocks human SUMOylation mediated by UBC9 | inhibition, % at 35 µM | HTRF SUMOylation assay, SAE1/SAE2 + UBC9, in vitro | hit rate 0.36% among 290,000; in the data active = inhibition above about 50%, passing the limit was not always enough; note: strong numbers were not always called active
# Target sequence (P63279 whole entry, looked up): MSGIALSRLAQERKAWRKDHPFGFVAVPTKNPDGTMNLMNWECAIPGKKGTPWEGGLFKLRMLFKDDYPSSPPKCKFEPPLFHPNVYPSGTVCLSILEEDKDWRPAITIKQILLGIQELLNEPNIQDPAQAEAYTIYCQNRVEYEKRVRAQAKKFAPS
# Starred values were filed as active, the others as inactive; nt = not tested or not shown.
(1) OCCNCc1cccc(OCc2ccccc2Cl)c1
(2) CC1(C)CC(C#N)(N2CCOCC2)CCO1 (stereo unspecified)
(3) CCc1cc2c(CN3CCN(CC)CC3)cc(=O)oc2cc1O
(4) CCCCCN(C(=O)CCC(=O)OCC(=O)c1ccc(C(C)(C)C)cc1)c1c(N)n(CCCC)c(=O)[nH]c1=O
(5) Cc1cccc(CSc2nnc3c(n2)[nH]c2ccccc23)c1
(6) CC1(C)CC(NC(=O)C23CCC(C)(/C(=N/O)C2)C3(C)C)CC(C)(C)N1 (stereo unspecified)
(7) O=C(c1ccc2nc(N3CCOCC3)sc2c1)N1CCN(C(=O)c2ccco2)CC1
(8) O=C(COC(=O)COc1ccccc1F)NCc1ccco1
(9) CCOC(=O)c1c(S(=O)(=O)NCC(=O)NCc2ccccc2)c(C)n(C)c1C
(10) O=C(NCc1ccccn1)c1ccc2nc(-c3ccco3)c(-c3ccco3)nc2c1
assay / compound,1,2,3,4,5,6,7,8,9,10
IDE cell activ,-3,3,3,1,9,-2,2,-4,9,nt
SUMO HTRF inh,-2,-1,46,nt,16,5,14,nt,nt,74*
IMP-1 inh,-1.7,-3.0,0.2,nt,-3.7,0.1,-1.8,nt,-3.4,-3.4
CRFR2-BP antag,-6,-5,12,19,-2,10,-11,9,6,nt
pCIP destab,-5,-1,-12,nt,-16,-14,-7,nt,11,-4
IDE cell inh,-1,-3,-3,2,-3,2,-1,2,7,0
GalR3 antagonist,-5,-6,-2,-3,-6,-4,4,-5,1,nt
NS3 helicase inh,-16,0,5,nt,1,-15,3,nt,0,31
VIM-2 inh,-0.6,-1.2,21*,nt,-0.6,-2.0,-0.6,nt,-4.4,-4.5

(11) O=C(O)C1CC(=O)N(Cc2cccs2)C1 (stereo unspecified)
(12) COc1ccc(S(=O)(=O)N(C)c2ccc(C(=O)Nc3c(C)n(C)n(-c4ccccc4)c3=O)cc2)cc1
(13) COc1ccc(S(=O)(=O)NNC(=O)C(=O)NNc2ccccn2)cc1
(14) CCOCC(=O)Nc1nnc(COC)s1
(15) O=C(/C=C/c1ccc(Cl)c(Cl)c1)Nc1cccnc1
(16) O=C(COC(=O)CSc1ccc2ccccc2c1)NC1CCCC1
(17) O=c1oc2ccc(Cl)cc2nc1/C=C(\O)c1ccco1
(18) CCN(CC)CCCC(C)NC(=O)c1c(NC(=O)c2ccccc2)sc2c1CCCC2 (stereo unspecified)
(19) CCOC(=O)c1ccc(Nc2ncnc3ccc(C)cc23)cc1
(20) Cc1ccc(S(=O)(=O)NNC(=S)Nc2ccc(Cl)cc2)cc1
assay / compound,11,12,13,14,15,16,17,18,19,20
IDE cell activ,12,-5,-2,4,-3,0,7,-1,-1,-2
SUMO HTRF inh,15,13,-33,-4,nt,-1,17,17,0,15
IMP-1 inh,-3.3,-0.9,-3.0,-2.3,nt,-2.1,-5.8,-2.9,-1.2,-2.7
CRFR2-BP antag,0,-2,-14,7,18,9,-8,-6,-23,16
pCIP destab,4,-9,2,-2,nt,-2,-8,-5,-8,-16
IDE cell inh,2,-4,-4,-3,-1,-4,0,-2,2,-3
GalR3 antagonist,-4,-3,-2,3,-5,-4,-2,-7,0,-5
NS3 helicase inh,4,2,0,-4,nt,3,11,-45,-2,-7
VIM-2 inh,-4.5,-2.4,-3.0,-0.8,nt,-3.2,-2.1,-0.2,-0.1,-2.2

(21) Cc1cc(/C=C2/SC(=S)N(c3ccc([N+](=O)[O-])cc3)C2=O)c(C)n1-c1cccnc1
(22) COc1ccccc1C(=O)Nc1nnc(SCC(=O)NC2CCCC2)s1
(23) CCOc1ccc(CCNC(=O)COC(=O)COc2ccc(Br)cc2)cc1OCC
(24) CCS(=O)(=O)N1CCCC(C(=O)Oc2ccc(Br)cc2)C1 (stereo unspecified)
(25) S=C(NCc1cccs1)Nc1cccc(Cl)c1
(26) CCOC(=O)N1CCN(C(=O)c2cc(-c3ccc(F)cc3)[nH]c2C)CC1
(27) COc1ccc(C(CNC(=O)C2CC(=O)N(Cc3ccccc3)C2)N2CCCC2)cc1 (stereo unspecified)
(28) COc1ccc(CNC(=O)C2CC(C)=CCC2C(=O)O)cc1 (stereo unspecified)
(29) O=C1CC(=O)N(Cc2ccco2)C(=S)N1
(30) CCCCS(=O)(=O)N1CCN(S(=O)(=O)c2cccs2)CC1
assay / compound,21,22,23,24,25,26,27,28,29,30
IDE cell activ,1,7,-1,-6,6,4,6,4,-8,1
SUMO HTRF inh,16,17,-10,-6,2,-12,nt,18,83*,-5
IMP-1 inh,1.2,-4.5,-3.0,1.3,-1.0,-1.5,nt,-4.3,2.5,-2.8
CRFR2-BP antag,-18,-14,5,6,21,13,-8,-5,16,-4
pCIP destab,-14,-19,0,3,-5,-1,nt,-12,-19,-7
IDE cell inh,0,1,4,-7,-2,2,-1,1,7,3
GalR3 antagonist,0,nt,-1,-10,nt,-1,-4,-8,nt,-2
NS3 helicase inh,10,5,-15,-3,-7,-12,nt,1,22,3
VIM-2 inh,-2.0,12*,-2.0,-0.9,-4.2,0.2,nt,-1.1,-3.4,-1.7

(31) O=C(CCCc1nc2ccccc2s1)N1CCN(c2ccccc2)CC1
(32) CCCCOc1ccc(C(C)NC(=O)CCS(=O)(=O)Cc2ccc(Cl)cc2)cc1 (stereo unspecified)
(33) C/C(=N\N1CCN(c2ccc(Cl)cc2)CC1)c1cccc([N+](=O)[O-])c1
(34) CN(C)c1ccc(C(=S)N2CCN(c3ccc([N+](=O)[O-])cc3)CC2)cc1
(35) Nc1ccc(Nc2ccc([N+](=O)[O-])cc2[N+](=O)[O-])cc1
(36) Cc1ccc(N(CC(=O)NC2CCCC2)C(=O)CCC(=O)Nc2nccs2)cc1C
(37) O=C(c1cnc(Cl)c(Cl)c1)N1CCC(Cc2ccccc2)CC1
(38) CCOC(=O)/C(=N\O)C1=NC(C)(C)Cc2ccccc21
(39) CCOCC(O)CSCc1ccc(Cl)cc1 (stereo unspecified)
(40) O=C(O)c1cc(-c2cccs2)nc2ccc(Br)cc12
assay / compound,31,32,33,34,35,36,37,38,39,40
IDE cell activ,-2,-2,-7,6,5,-2,3,6,8,4
SUMO HTRF inh,9,13,-4,-14,4,-4,-3,-9,1,-1
IMP-1 inh,-1.3,-2.2,-2.9,-3.5,-2.4,-1.8,-3.1,-0.4,-0.9,0.1
CRFR2-BP antag,1,-2,-32,20,45,-17,-28,-6,47,nt
pCIP destab,3,4,8,-23,2,-8,4,-2,-5,7
IDE cell inh,6,3,5,4,-5,6,0,0,3,-7
GalR3 antagonist,1,-3,-2,3,-7,-6,-2,-5,-2,-11
NS3 helicase inh,-1,-5,-9,5,-7,3,37*,7,-5,-6
VIM-2 inh,-7.2,-1.2,-2.1,-2.5,-1.8,-2.7,-2.5,-3.6,-4.1,1.6

(41) Cc1nn(Cc2ccc(Cl)cc2)c(C)c1NC(=O)c1cc(-c2ccc3c(c2)OCO3)on1
(42) CCC(C)N1C(=O)/C(=C/c2c(NCCCOC(C)C)nc3c(C)cccn3c2=O)SC1=S (stereo unspecified)
(43) CCOc1ccc(NC(=O)CC2C(=O)NCCN2C(=O)Nc2ccccc2)cc1 (stereo unspecified)
(44) COc1ccc(NC(=O)C(C/C=C(/C)Cl)C(C)=O)cc1 (stereo unspecified)
(45) CCOc1ccc(N2C(=O)CC(C(C)c3ccccc3)C2=O)cc1 (stereo unspecified)
(46) Cc1ccc(-n2nc3c(=O)n(CC(=O)NC(C)CCc4ccccc4)nc(C)c3c2C)cc1 (stereo unspecified)
(47) O=C(CSc1nnc(SCc2cccc3ccccc23)s1)c1ccc2c(c1)OCO2
(48) Cc1[nH]c2ccccc2c1C1=CN2CCS(=O)(=O)N=C2S1
(49) COc1cc(NC(=O)Nn2cnnc2)cc(OC)c1OC
(50) COc1cccc(N2CCN(C(=O)c3cn(Cc4ccccc4)nc3-c3cccnc3)CC2)c1
(51) COc1ccc(NC(=O)N(C)C[C@H]2Oc3ccc(NC(=O)CCN4CCOCC4)cc3C(=O)N([C@H](C)CO)C[C@@H]2C)cc1
(52) CCN1CCN(Cc2ccc(OCc3ccccc3)cc2)CC1
(53) O=C(NN=C1CCCCCC1)c1ccc(Cl)s1
assay / compound,41,42,43,44,45,46,47,48,49,50,51,52,53
IDE cell activ,4,-34,-3,5,1,8,0,-2,3,2,-1,-7,4
SUMO HTRF inh,41,22,2,4,-4,21,-38,-8,1,nt,nt,18,6
IMP-1 inh,-3.3,-0.6,-1.8,-3.4,-0.6,-3.3,-3.6,-4.7,-2.6,nt,nt,-3.9,-0.4
CRFR2-BP antag,-10,-122,-6,-11,7,-8,-3,-3,4,-3,0,-9,-30
pCIP destab,-20,-804,1,1,-14,-11,-1,-1,4,nt,nt,-6,5
IDE cell inh,1,14,2,-1,-1,-4,-2,-3,2,2,5,-2,nt
GalR3 antagonist,-8,-2,-3,-5,-3,nt,-4,-3,6,-1,2,-6,-3
NS3 helicase inh,-2,1,-11,-2,2,3,15,4,2,nt,nt,-11,-11
VIM-2 inh,-1.8,-0.3,-1.5,-4.7,-1.8,-1.9,-3.0,-1.5,-2.3,nt,nt,-1.7,-4.4

# Molecules from the list above with an aryl methoxy group (9):
(12) COc1ccc(S(=O)(=O)N(C)c2ccc(C(=O)Nc3c(C)n(C)n(-c4ccccc4)c3=O)cc2)cc1
(13) COc1ccc(S(=O)(=O)NNC(=O)C(=O)NNc2ccccn2)cc1
(22) COc1ccccc1C(=O)Nc1nnc(SCC(=O)NC2CCCC2)s1
(27) COc1ccc(C(CNC(=O)C2CC(=O)N(Cc3ccccc3)C2)N2CCCC2)cc1 (stereo unspecified)
(28) COc1ccc(CNC(=O)C2CC(C)=CCC2C(=O)O)cc1 (stereo unspecified)
(44) COc1ccc(NC(=O)C(C/C=C(/C)Cl)C(C)=O)cc1 (stereo unspecified)
(49) COc1cc(NC(=O)Nn2cnnc2)cc(OC)c1OC
(50) COc1cccc(N2CCN(C(=O)c3cn(Cc4ccccc4)nc3-c3cccnc3)CC2)c1
(51) COc1ccc(NC(=O)N(C)C[C@H]2Oc3ccc(NC(=O)CCN4CCOCC4)cc3C(=O)N([C@H](C)CO)C[C@@H]2C)cc1
assay / compound,12,13,22,27,28,44,49,50,51
IDE cell activ,-5,-2,7,6,4,5,3,2,-1
SUMO HTRF inh,13,-33,17,nt,18,4,1,nt,nt
IMP-1 inh,-0.9,-3.0,-4.5,nt,-4.3,-3.4,-2.6,nt,nt
CRFR2-BP antag,-2,-14,-14,-8,-5,-11,4,-3,0
pCIP destab,-9,2,-19,nt,-12,1,4,nt,nt
IDE cell inh,-4,-4,1,-1,1,-1,2,2,5
GalR3 antagonist,-3,-2,nt,-4,-8,-5,6,-1,2
NS3 helicase inh,2,0,5,nt,1,-2,2,nt,nt
VIM-2 inh,-2.4,-3.0,12*,nt,-1.1,-4.7,-2.3,nt,nt
